Growth percent in the NCI-60 one-dose screen (48 h, 10 µM unless noted): 100 = growth as untreated, 0 = no growth, -100 = all killed.
UACC-62: UACC-62 melanoma | actives 5.4% (n = 81,000)
SK-MEL-2: SK-MEL-2 melanoma; AID 1794763; actives 4.7% (n = 77,000)
M14: M14 melanoma; actives 6.2% (n = 80,000)
A549/ATCC: A549/ATCC NSCLC; AID 1794740; actives 3.7% (n = 81,000)
UACC-257: UACC-257 melanoma | actives 4.4% (n = 78,000) | AID 1794764
MDA-MB-435: MDA-MB-435 melanoma; AID 1794794; actives 7.8% (n = 82,000)
SK-MEL-28: SK-MEL-28 melanoma. actives 4.1% (n = 81,000). AID 1794761
SK-MEL-5: SK-MEL-5 melanoma; actives 6.4% (n = 80,000)
The depositor's hits bear a star; / = no result given; & = joins results of further samples; [ ] = another dose, or the depositor's remark. Rule for the calls: active = growth percent below 10; inactive = the rest.

#	structure	UACC-62	SK-MEL-2	M14	A549/ATCC	UACC-257	MDA-MB-435	SK-MEL-28	SK-MEL-5
1	Fc1ccc(Nc2n[nH]c(Cc3ccccc3)n2)cc1	/	99	100	104	99	104	102	104
2	c1ccc2sc(Cc3nn[nH]n3)nc2c1	95	90	94	102	108	99	104	94
3	CC(C(O)c1cccc2ccccc12)N(C)C (stereo not given)	107	103	99	108	106	103	119	100
4	N#CCCCCCn1c2ccccc2c2c3c(c4c5ccccc5[nH]c4c21)C(=O)N(O)C3=O	-36*	3.5*	12	25	20	14	-2.4*	-97*
5	COC(=O)/C(CCC=C(C)C)=C1\[C@@H](OC(C)=O)C[C@@]2(C)[C@H]1C[C@@H](O)[C@H]1[C@@]3(C)CC[C@H](NCCCNCCCCNCCCN)[C@@H](C)[C@@H]3CC[C@@]12C	32	98	40	62	92	8.0*	20	13
6	Cc1cc2c(cc1C)C(=O)CCC2	95	124	103	97	103	95	108	105
7	COc1cc2c(cc1OC)C1=NN(C(=O)Nc3c(C)cccc3C)C(c3ccccc3Cl)C1C2 (stereo not given)	94	103	111	89	104	93	116	97
8	Cc1ccc(Nc2nc(N)nc3c2CCc2occc2-3)cc1C	89	94	90	93	89	104	101	74
9	COc1cc(C)ccc1Oc1nc(Nc2ccc(N3CCOCC3)cc2)ncc1NC(=O)Nc1c(Cl)cccc1Cl	/	120	99	103	/	96	102	97
10	O=C(O)C1C=Cc2ccccc21 (stereo not given)	82	100	98	97	105	104	106	101
11	CC(=O)c1cccc(N(C)S(=O)(=O)c2ccc(C)cc2)c1	96	94	78	96	95	8.6*	94	90
12	COc1cc(O)c(O)c2ccc3cc(O)c(O)cc3c12	97	90	97	83	91	100	100	105
13	O=C(OCC1CCCO1)c1ccccc1 (stereo not given)	103	101	/	91	97	100	110	104
14	O=[N+]([O-])c1ccc(Oc2ccc(-c3ccccc3)cc2)c([N+](=O)[O-])c1	84	96	95	93	79	82	100	81
15	COc1ccc(-c2nc(SCC(C)C)nc(N3CCCCC3)c2C#N)cc1	80	97	103	82	92	92	100	96
16	CN(C)C(=O)c1ccc(Cl)c(Cl)c1	/	110	105	114	110	104	104	100
17	CCCCCCCCCCCCC1C/C=C\CCCC(=O)O1 (stereo not given)	108	111	100	81	118	105	126	109
18	CC1CCCCC[N+]12CCCC2 (stereo not given)	103	101	102	103	104	100	109	99
19	COc1ccc(-c2nc(SCCC(C)C)nc(N/N=C(/C)c3ccc(Cl)cc3Cl)c2C#N)cc1	88	109	87	104	109	100	101	95
20	CN(C)c1ccc(C2C(C#N)=C(/N=C/c3ccccc3)Oc3c2ccc2ccccc32)cc1 (stereo not given)	49	71	59	71	83	4.5*	80	71
21	O=C1CCCCC1CO (stereo not given)	105	106	103	89	87	112	105	95
22	CCN(CC)c1ccc(-c2nc3ccccc3s2)cc1	80	90	85	93	88	106	97	87
23	Cc1ccc(/C=N\NC(=O)c2ccccc2)cc1	91	110	100	107	117	81	107	99
24	O=C1Nc2ccccc2/C1=N/N=C/c1sc2ccccc2c1Br	91	106	85	103	103	99	109	97
25	S=C(NNC(=S)Nc1ccc(Cl)cc1)NNc1ccccc1	103&95	90&92	105&103	96&93	99&96	99&95	107&109	107&99

Structures above that have a carbonyl joined to an NH by a bond outside any ring (three):
#	structure	UACC-62	SK-MEL-2	M14	A549/ATCC	UACC-257	MDA-MB-435	SK-MEL-28	SK-MEL-5
7	COc1cc2c(cc1OC)C1=NN(C(=O)Nc3c(C)cccc3C)C(c3ccccc3Cl)C1C2 (stereo not given)	94	103	111	89	104	93	116	97
9	COc1cc(C)ccc1Oc1nc(Nc2ccc(N3CCOCC3)cc2)ncc1NC(=O)Nc1c(Cl)cccc1Cl	/	120	99	103	/	96	102	97
23	Cc1ccc(/C=N\NC(=O)c2ccccc2)cc1	91	110	100	107	117	81	107	99

Following part:
#	structure	UACC-62	SK-MEL-2	M14	A549/ATCC	UACC-257	MDA-MB-435	SK-MEL-28	SK-MEL-5
26	CSCCC(NC(=O)c1c(Cl)ccc(Cl)c1Cl)C(=O)O (stereo not given)	105	99	91	99	108	104	102	101
27	O=C(Nc1cc(Cl)ccc1O)c1cccc(Nc2ccnc(C(F)(F)F)c2)c1	16	56	39	37	32	31	88	4.5*
28	O=C(O)Cc1ccc(Br)cc1	90	109	92	108	105	99	90	105
29	COC(=O)CCNc1ccccc1	104	111	99	106	103	115	125	/
30	CCc1nn2c(-c3ccccc3)c(-c3cc(OC)c(OC)c(OC)c3)nc2s1	72	38	99	92	107	96	30	72
31	COc1ccccc1/C(Br)=C1/CCCN2C(=O)c3ccccc3C12 (stereo not given)	95	109	/	101	111	101	101	106
32	C/C(=N\O)c1ccc(NC(=O)CSc2nnc(-c3ccccc3)n2-c2ccccc2)cc1	82	118	92	82	94	100	98	49
33	O=[N+]([O-])c1ccc(/C=N/Nc2nnc(-c3ccncc3)o2)cc1	93	102	103	89	90	103	113	106
34	Cc1c2cc[nH]c(=O)c2c(C)c2c1[nH]c1cc(OCCN3CCN(C)CC3)ccc12	5.8*	-13*	-37*	-21*	-1.4*	4.5*	5.7*	12
35	C=C1NC(=O)[C@H]2CSC[C@H]3NC(=O)[C@@H](CSC(C)[C@@H](NC(=S)[C@H](Cc4cnc[nH]4)NC(=O)c4csc([C@H](C)NC(C)=O)n4)C(=O)N[C@H](C[C@H](C)C(=O)NC(=O)C[C@@H](C(=O)O)NC(=O)[C@H](C)NC3=O)C(=O)N2)NC(=O)[C@@H]2CCCN2C(=O)[C@@H](CC(C)C)NC1=O (stereo not given in full)	43	66	36	48	46	44	59	34
36	Brc1sc(Br)c(Br)c1Br	98	106	103	109	101	95	106	93
37	Cn1c(=O)c2c(nc(/N=C/c3ccccc3)n2C)n(C)c1=O	92	135	103	98	100	110	111	104
38	CC(=O)C(C)(CCC#N)CCC#N	/	88	107	92	95	95	113	108
39	[O-][n+]1onc(N/N=C/c2ccc(Br)cc2)c1-c1ccccc1	100	109	/	111	120	105	105	105
40	O=C1C=CC(=O)N1C(=O)NC(NC(=O)N1C(=O)C=CC1=O)c1ccc2c(c1)OCO2	96	/	101	104	108	125	104	102
41	O=C1CCN(C(=O)c2ccccc2)c2ccccc21	103	109	107	103	108	114	109	101
42	O=C1CSC(c2cn(-c3ccccc3)nc2-c2cccc([N+](=O)[O-])c2)N1c1cccc(F)c1 (stereo not given)	102	120	96	108	107	101	111	100
43	Clc1ccc([I+]c2ccc(Cl)cc2Cl)c(Cl)c1	12	77	89	76	66	82	87	104
44	COc1ccc(NC2=CC(=O)C(C)=C(C)C2=O)cc1OC	98	96	101	103	87	103	111	97
45	O=c1cc(O)nc(-c2ccccc2)[nH]1	79	101	95	67	81	107	106	70
46	COc1ccc(OC)c(-c2ccc(-c3ccccc3N)c3[nH]c4ccccc4c23)c1	64	77	85	69	85	105	107	79
47	COc1cc(-c2nn(-c3cccc(NC(=O)CN4CCOCC4)c3)cc2-c2cccnc2)ccc1Cl	61	82	61	84	94	6.8*	84	48
48	Cc1ccc(S(=O)(=O)NCCCCCC(=O)O)cc1	103	96	99	97	102	104	98	103
49	CCC(C)Cn1cnc2c(=S)nc(N)[nH]c21 (stereo not given)	100	105	101	104	110	106	117	100
50	CCN(CC)CCOC(=O)c1cc(Br)cc(-c2ccccc2)c1O	97	113	113	99	114	108	110	84
51	CCCCCCN(CCCCCC)CC(O)c1ccc2c3c(cccc13)CC2 (stereo not given)	65	56	28	64	68	43	72	60
52	CCOC(=O)c1cc(C(=O)c2cc(OC)cc(OC)c2)n2ncc3ccccc3c12	42	15	16	18	49	4.1*	63	19
53	Clc1cccc(C2Cc3cnccc3-c3[nH]c4ccncc4c32)c1 (stereo not given)	37	61	58	43	30	39	63	-60*
54	O=C1C=CC(=O)N1c1ccccc1[N+](=O)[O-]	97	102	95	97	85	112	105	95
55	COc1ccc(C#Cc2cc(OC)c3c(c2OC)OCO3)cc1	77	98	91	106	127	96	97	98
56	Nc1ccc([N+](=O)[O-])cc1Br	94	126	107	101	114	108	110	94
57	COc1ccc(/C=N/Nc2no[n+]([O-])c2-c2ccccc2)cc1	89	103	/	108	116	103	103	101
58	COc1ccc(NCc2ccc(CO)n2-c2ccc(C)cc2)cc1	95	102	106	98	100	109	104	102
59	O=C(O)CCc1ccc(O)c(O)c1	107	/	89	93	100	97	107	94
60	N#Cc1c(NC(=O)c2ccc(C(F)(F)F)cc2)sc2c1CCC(=O)C2	-83*	-58*	-78*	-42*	-71*	-41*	-88*	-98*
61	Nc1c(C(=O)Nc2ccnc3ccccc23)sc2nc3c(cc12)CN(Cc1ccccc1)CC3	49	101	42	85	79	74	102	9.7*
62	CC1(C)Oc2cc3oc(=O)ccc3cc2C[C@@H]1OCCO	97	103	100	105	110	102	/	100
63	N#C/C(=C\NC(=S)Nc1ccc(S(=O)(=O)Nc2ccccn2)cc1)C(N)=O	102	117	99	112	111	104	113	103
64	O=C(CN1C(=O)NC(c2ccccc2)(c2ccccc2)C1=O)c1ccc(N2CCC(c3ccccc3)CC2)cc1	/	101	109	87	97	/	104	93
65	Cc1nc2ccccn2c1/C=C1\C(=O)N(C)c2ccccc21	91	109	112	100	100	76	103	93
66	COc1ccc(NC(=O)Cn2cc(COn3nnc4ccccc43)nn2)cc1	91	108	102	107	104	103	104	100
67	Nc1c(C(=O)O)c(Br)cc2c1C(=O)c1ccccc1C2=O	88	113	92	103	107	102	107	95
68	CN1C(=O)N(C)C2C1N=C(SCc1ccc(Cl)cc1)N2/N=C/C=C/c1ccccc1[N+](=O)[O-] (stereo not given)	65	91	94	76	74	84	92	87
69	CN=C1Nc2cc(OC)c(OC)c(OC)c2C(c2cc(Cl)ccc2F)O1 (stereo not given)	67	91	85	82	76	97	105	93
70	COc1cc(OC)cc(C(=O)C[n+]2cccc3c4ccccc4ccc32)c1	84	100	83	82	90	/	95	76
71	CC(=O)/C(=C\c1ccc(Cl)c(Cl)c1)C(=O)CCN(C)C	100	/	99	95	75	93	102	95
72	O=[N+]([O-])c1cc(/C=N/Nc2nc(N/N=C/c3ccc(Cl)c([N+](=O)[O-])c3)nc(N3CCOCC3)n2)ccc1Cl	90	103	112	109	103	108	104	97
73	CCCC1(C)C(C#N)C(=O)NC(=O)C1C#N (stereo not given)	98	104	110	101	100	113	114	103
74	O=c1c(N=Nc2ccccc2)c[nH]n1-c1ccccc1	101	94	100	109	104	101	108	104
75	CC(C)C(=O)Nc1cccc(C(=O)NC(=S)Nc2ccc(S(N)(=O)=O)cc2)c1	97[100 µM]	110[100 µM]	108[100 µM]	103[100 µM]	100[100 µM]	103[100 µM]	109[100 µM]	94[100 µM]

Given with values under each structure: seven of the compounds above.
The line under a structure holds: UACC-62, SK-MEL-2, M14, A549/ATCC, UACC-257, MDA-MB-435, SK-MEL-28, SK-MEL-5
52) CCOC(=O)c1cc(C(=O)c2cc(OC)cc(OC)c2)n2ncc3ccccc3c12
  42, 15, 16, 18, 49, 4.1*, 63, 19
59) O=C(O)CCc1ccc(O)c(O)c1
  107, /, 89, 93, 100, 97, 107, 94
74) O=c1c(N=Nc2ccccc2)c[nH]n1-c1ccccc1
  101, 94, 100, 109, 104, 101, 108, 104
58) COc1ccc(NCc2ccc(CO)n2-c2ccc(C)cc2)cc1
  95, 102, 106, 98, 100, 109, 104, 102
72) O=[N+]([O-])c1cc(/C=N/Nc2nc(N/N=C/c3ccc(Cl)c([N+](=O)[O-])c3)nc(N3CCOCC3)n2)ccc1Cl
  90, 103, 112, 109, 103, 108, 104, 97
68) CN1C(=O)N(C)C2C1N=C(SCc1ccc(Cl)cc1)N2/N=C/C=C/c1ccccc1[N+](=O)[O-] (stereo not given)
  65, 91, 94, 76, 74, 84, 92, 87
61) Nc1c(C(=O)Nc2ccnc3ccccc23)sc2nc3c(cc12)CN(Cc1ccccc1)CC3
  49, 101, 42, 85, 79, 74, 102, 9.7*

Additional results
#	structure	UACC-62	SK-MEL-2	M14	A549/ATCC	UACC-257	MDA-MB-435	SK-MEL-28	SK-MEL-5
76	Cc1nc2ccccc2c2nnc(SCC(=O)N(Cc3ccccc3)c3ccccc3)n12	85	51	119	/	93	96	109	45
77	Cn1cc(NC(=O)c2cc(NC(=O)c3ccc(C#Cc4ccccc4)cc3)cn2C)cc1C(=O)NCCCN1CCOCC1	-91*	86	-86*	33	-29*	-57*	-92*	-92*
78	COc1cc2ncnc(Nc3nc4ccccc4[nH]3)c2cc1OC	100	80	81	84	113	97	104	88
79	COc1ccccc1NC(=O)OCC#CCOC(=O)Nc1ccccc1OC	73&84	95&95	96&106	87&101	91&100	75&95	88&106	89&94
80	CN(C)CC(=O)c1ccc2cc(Br)c3ccccc3c2c1	79	61	77	52	66	84	99	83
81	CCOC(=O)c1cc(C(=O)c2ccccc2)n2ccc(-c3ccn4c(C(=O)c5ccccc5)cc(C(=O)OCC)c4c3)cc12	100	98	107	98	98	108	117	/
82	CC(C)(C)n1cc(-c2ccnc(NCCNS(=O)(=O)c3ccc(Br)cc3)c2)c(-c2ccccc2)n1	83	99	92	75	97	93	95	70
83	COc1cccc(CCC(=O)O)c1OC	102	99	114	87	85	106	108	107
84	Cn1c(=O)c(C#N)c(-c2ccccc2)n2c(SCC(O)CN3CCOCC3)nnc12 (stereo not given)	115	45	92	116	41	100	98	96
85	O=C(CNC(=O)OCc1ccccc1)NC(Cc1cnc[nH]1)C(=O)O (stereo not given)	103	99	101	105	94	104	95	100
86	C#CCOc1ccccc1C(OC(=O)c1ccc(OCC)cc1)C(=O)NC(C)(C)C(C)(C)C (stereo not given)	50	80	77	55	68	80	101	74
87	Cc1cc(=O)[nH]c2nc3c(=O)n(C)c(=O)n(C)c3n12	105	108	100	102	107	95	109	110
88	c1ccc(C2=NN(c3ccccc3)[C@H](c3cn(-c4ccccc4)nc3-c3ccccc3)C2)cc1	104	116	106	108	126	99	109	108
89	CCC(C)CCO (stereo not given)	103	113	106	109	96	106	104	103
90	CCOC(=O)c1c(C)nc2c(c1N)/C(=C/c1ccco1)C(=O)N2Cc1ccccc1	103	84	76	73	85	110	111	100
91	CCCCCCCCCCCCOC(=O)c1ccc(O)c(OC)c1	78	92	107	83	96	114	103	93

Compound activity deposited in PubChem BioAssay by NCI.

Rows are unselected; overall some 11% were active at least once.
